Screening results from PubChem BioAssay.
AID2073 = disruptors of CaV2.2 binding to Mint1 – biochemical, HTRF (AID 2073) | HTRF protein-protein interaction, Mint1-CaV2.2; higher % means a stronger effect | one-dose inhibition, % at 20 µM; IC50 in µM for titrated hits | 290,000 compounds, 0.19% hits; in the data active = inhibition mostly above about 51%, no sharp cut-off; inconclusive = no clear call, values can overlap the other calls; inactive = mostly below about 53%; also: some results filed as inactive read as strong as hits
ER stress rescue = rescue of cells from ER stress-induced death, primary screen, 384-well, CSM14.1, thapsigargin, ATP luminescence (AID 1222); CSM14.1 thapsigargin-induced death rescue, ATP luminescence; higher % means a stronger effect; cellular ATP content (survival), % at 20 µM, or EC50 in µM where a hit was titrated; 190,000 tested, under 10 active;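 active = EC50 below 50 µM in the dose-response confirmation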;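 also: death triggered by thapsigargin at about 15 µM added after 2 h compound pretreatment; cell ATP read after overnight thapsigargin exposure of roughly 18 to 22 hours; normalized against plate controls of thapsigargin alone and 5% DMSO vehicle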
NOD2 inhibition = NOD2 signaling inhibitors, cell-based, luminescence, uHTS, HEK293 (AID 1566). one-dose inhibition, % at 4 µM; EC50 in µM for titrated hits. HEK293 NOD2/NF-kB luciferase reporter, luminescence; higher % means a stronger effect. 290,000 compounds, 0.63% hits; also: many of its hits are not listed in these tables
LYP inhibition = inhibitors of LYP phosphatase, biochemical, fluorescence intensity, uHTS (AID 1779); inhibition, % at 11.5 µM, or IC50 in µM where a hit was titrated; recombinant LYP phosphatase, fluorescence intensity; higher % means a stronger effect; 290,000 compounds, 0.054% hits;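 also: plate controls were vehicle with enzyme for no effect and no enzyme for full effect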
P. falciparum M1AAP = P. falciparum M1AAP inhibitors, biochemical, fluorogenic H-Leu-NHMec substrate, 1536-well (AID 1445); recombinant M1AAP, H-Leu-NHMec fluorogenic kinetic assay; higher % means a stronger effect; inhibition, % at 30 µM, or IC50 in µM where a hit was titrated; 220,000 compounds, 0.42% hits;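 active = primary inhibition above the hit cutoff, then over 50% inhibition at one or more dose response concentrations, cut at about 23% in these data, passing the limit was not always enough; inconclusive = conflicting primary data, or primary hits not chosen for dose response; inactive = low primary inhibition, or under 50% at every dose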;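 also: plate controls were DMSO full reaction for no effect and no enzyme background for full effect; strong numbers were not always called active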
Siah-1 displacement = Siah-1 peptide-binding antagonists, primary screen, biochemical, fluorescence polarization, rhodamine-plectin, uHTS (AID 1817); Siah-1 / rhodamine-plectin peptide fluorescence polarization; higher % means a stronger effect; displacement, % at 20 µM, or IC50 in µM where a hit was titrated; 290,000 compounds, 0.02% hits;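 active = displacement of at least 50% at 20 µM, with a fluorescence ratio check between 0.3 and a set limit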;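 also: plate controls were Siah plus tracer with DMSO for no effect and tracer alone without Siah for full effect; strong numbers were not always called active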
P. falciparum M17LAP = P. falciparum M17LAP inhibitors, primary screen, biochemical, fluorogenic H-Leu-NHMec substrate, 1536-well (AID 1619); recombinant M17LAP, H-Leu-NHMec fluorogenic kinetic assay; higher % means a stronger effect; one-dose inhibition, % at 30 µM; IC50 in µM for titrated hits; 220,000 compounds, 0.38% hits;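 active = compound inhibiting the enzyme by more than half at any dose during confirmatory dose-response retesting; inconclusive = strong single-dose inhibitors picked by rank but not retested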;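 also: plate controls were full reaction with DMSO carrier for no effect and no enzyme background for full effect; strong numbers were not always called active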
Hep lipid drop = hepatic lipid droplet formation modulation | AML12 mouse hepatocytes, oleate lipid droplets, BODIPY imaging | inhibition, % at 6.5 µM | 240,000 compounds, 0.4% hits;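 active = lipid droplet intensity inhibited by at least 50%, with more than 500 cells counted; inconclusive = wells with under 300 cells, treated as cytotoxic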
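Assay system: AML12 hepatocytes (mouse) / Also added: 100 µM oleic acid challenge / Times: overnight treatment with compound plus oleate / Detection: high-content imaging of BODIPY-stained droplets and DAPI nuclei / Evaluation: % inhibition of lipid droplet signal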
XIAP antagonists = XIAP antagonists, biochemical, IAP family, fluorescence polarization (AID 1018). XIAP BIR domain, fluorescence polarization peptide displacement; higher % means a stronger effect. displacement, % at 20 µM, or IC50 in µM where a hit was titrated. 200,000 compounds, 0.007% hits; in the data active = displacement above about 50%; also: a part of the inactive calls stands beside numbers as strong as those of hits
Hep lipid drop cells 6.5 µM = further read-out of Hep lipid drop, marked with its call; cell count; measured here: cell count, cytotoxicity flag;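 cells counted across two imaged fields per well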
The depositor's hits bear a star; ? = inconclusive; nt = no result given. Rule as the data show it, unless noted: active = inhibition above about 50%; inactive = the rest. An excerpt, so the mix of outcomes need not match the whole.

SMILES	AID2073	ER stress rescue	NOD2 inhibition	LYP inhibition	P. falciparum M1AAP	Siah-1 displacement	P. falciparum M17LAP	Hep lipid drop	Hep lipid drop cells 6.5 µM	XIAP antagonists
Fc1ccc(-n2c(-c3ccc4ccccc4n3)n[nH]c2=S)cc1Cl	18.7%	3.8%	5.8%	-3.7%	4.7%	-1.1%	-0.4%	10.4	713	-8.8%
C=CCNC(=O)C1CCN(c2cnccn2)CC1	-1.9%	-7.1%	4.4%	-11.9%	6.3%	-2.1%	6.2%	-6.3	670	-5.3%
CCOC(=O)c1sc(NC(=O)COC(=O)CNC(=O)c2ccco2)c(C(=O)OCC)c1C	18.6%	-2.8%	2.8%	-3.0%	2.3%	-1.3%	6.1%	8.6	710	-3.1%
CC(=O)c1cccc(S(=O)(=O)N2CCC(n3nnc4cc(F)ccc43)CC2)c1	-1.0%	-2.0%	9.0%	6.1%	12.2%	1.2%	-2.5%	-3.5	599	-2.2%
CCn1c(CCNC(=O)c2ccc(OC)cc2)nnc1SCc1ccc(Cl)cc1Cl	-1.7%	5.0%	5.3%	-6.4%	1.6%	5.5%	1.4%	-4.6	584	-4.6%
COc1ccc(C2CC(c3ccc(Br)cc3)=NN2C(=O)CCC(=O)O)cc1OC (stereo unspecified)	2.9%	nt	14.3%	-7.6%	nt	13.8%	nt	nt	nt	nt
Cc1cccc(NC(=O)CCOc2ccccc2)c1	0.4%	-1.5%	-31.0%	-4.8%	3.0%	2.4%	-8.2%	nt	nt	1.0%
COc1ccc(NC(=O)CCCNC(=O)Cn2cnc3sc(C)c(C)c3c2=O)c(OC)c1	3.7%	nt	11.3%	-5.2%	nt	8.4%	nt	-6.9	777	nt
CNC(=O)C1=C(C)NC(=S)NC1c1cc2c(cc1OC)CCCC2 (stereo unspecified)	-9.6%	-2.4%	9.1%	-2.3%	3.7%	9.0%	7.3%	9.7	721	-8.6%
CC(NS(=O)(=O)/C=C/c1ccccc1)C(=O)O (stereo unspecified)	7.6%	1.5%	12.3%	-7.0%	6.3%	11.9%	9.0%	11.5	691	-3.1%
O=C(Nc1ccc(N2CCCC2)cc1)c1cc(Cl)ccc1Cl	-12.9%	nt	-22.7%	-3.6%	nt	-1.0%	nt	-8.7	792	nt
Cc1ccccc1NC(=O)c1ccc(NS(=O)(=O)c2cc(C(C)(C)C)cc(C)c2C)cc1	13.1%	-0.5%	-52.2%	9.5%	6.2%	10.5%	-1.9%	19.1	590	-6.4%
Oc1ccc(C=Nc2ccccc2-c2nc3ccccc3[nH]2)c(O)c1	22.8%	-1.8%	-73.1%	-14.3%	43.6%	-2.2%	-17.5%	8.1	639	-1.5%
CCc1cc2c3c(c(=O)oc2cc1OCC(=O)OC)CCCC3	11.2%	nt	13.4%	-5.9%	nt	6.7%	nt	15.9	802	nt
Cn1c(=S)[nH]c2ccccc21	0.3%	-0.6%	6.6%	-6.5%	2.4%	-3.5%	3.3%	-1.1	782	-4.4%
CCOC(=O)N1CCN(C2CC(=O)N(c3ccccc3)C2=O)CC1 (stereo unspecified)	-4.1%	-0.7%	-4.0%	1.5%	18.1%	1.1%	-7.5%	nt	nt	-6.3%
CC1CCN(C(=O)C2CCCN(S(C)(=O)=O)C2)CC1 (stereo unspecified)	22.8%	-1.0%	-6.3%	-0.9%	-1.7%	-0.1%	-1.2%	nt	nt	-2.5%
CCN(CC)CCOC(=O)C12CC3CC(CC(C3)C1)C2	-8.6%	-1.4%	-13.4%	-6.9%	3.1%	0.7%	0.8%	nt	nt	-2.1%
COc1cccc(NC(=S)NC(C)c2ccc(OC)c(OC)c2)c1 (stereo unspecified)	0.7%	-0.7%	-0.8%	-3.2%	0.8%	1.1%	3.6%	-3.1	654	-2.5%
Cc1cccc(N2CCN(C(=O)COc3cc(=O)n(C)c4ccccc34)CC2)c1C	3.8%	-1.8%	29.2%	-4.6%	-3.4%	5.5%	-2.5%	nt	nt	-3.3%
CC(C)C(c1nnnn1Cc1ccc(F)cc1)N1CCN(C(=O)c2ccco2)CC1 (stereo unspecified)	-0.9%	-0.3%	-1.2%	-10.3%	-2.7%	2.6%	-9.8%	nt	nt	-7.5%
Cc1cc(C)n(-c2nc(NCCN(C)C)c3c4c(sc3n2)COC(C)(C)C4)n1	-3.7%	nt	4.9%	-6.5%	1.9%	-0.8%	7.8%	34.2	783	nt
CCCS(=O)(=O)c1nc(S(=O)(=O)c2ccc(C)cc2)c(N2CCOCC2)s1	11.5%	nt	5.4%	-8.8%	nt	-5.3%	nt	-3.7	837	nt
O=C(O)c1cc(S(=O)(=O)N(Cc2ccccc2)c2ccccc2)ccc1Cl	4.7%	nt	21.8%	-2.2%	nt	1.8%	nt	-0.8	797	nt
CCc1ccccc1NC(=O)c1cc(-c2ccc(OC)cc2)on1	12.5%	nt	6.3%	-7.6%	nt	3.2%	nt	-10.7	819	nt
SMILES	AID2073	ER stress rescue	NOD2 inhibition	LYP inhibition	P. falciparum M1AAP	Siah-1 displacement	P. falciparum M17LAP	Hep lipid drop	Hep lipid drop cells 6.5 µM	XIAP antagonists
c1ccc(-n2ncc3c(N4CCN(CCOc5cccc6ccccc56)CC4)ncnc32)cc1	9.7%	1.1%	8.5%	0.4%	14.5%	4.1%	-1.4%	-13.7	744	-2.6%
CCCCCC(=O)NC(NC(=S)N1CCOCC1)C(Cl)(Cl)Cl (stereo unspecified)	-10.5%	-2.6%	-0.2%	-8.4%	-1.6%	-2.7%	-6.1%	-3.7	768	-2.0%
COC(=O)c1ccccc1N=Nc1c(C)noc1C	5.7%	nt	-64.2%	-9.6%	1.6%	8.6%	-5.9%	-18.2	618	nt
COc1cccc(-c2nn(C)c3sc(C(=O)Nc4ccc5c(c4)OCCO5)cc23)c1	6.3%	-0.7%	8.0%	2.1%	-1.1%	-3.6%	3.0%	8.8	777	6.3%
O=C(CSc1nnc(CNC(=O)c2ccccc2F)o1)c1ccccc1	-8.3%	-1.7%	3.1%	-1.2%	10.3%	2.4%	0.8%	-3.5	617	-11.9%
Cc1ccc(NC(=S)NC2CCSc3ccccc32)cc1 (stereo unspecified)	-19.6%	nt	24.0%	-8.1%	nt	5.1%	nt	-8.2	750	nt
CCN(CC)S(=O)(=O)c1ccc(C(=O)NCC2CCCCC2)cc1	8.0%	nt	5.8%	-8.3%	nt	-3.7%	nt	25.0	870	nt
Nc1nonc1C(=O)NCCNCc1ccccc1OCc1ccc(F)cc1	-2.9%	1.4%	6.8%	-2.6%	6.8%	1.1%	-8.9%	nt	nt	-9.5%
COC(=O)c1c(C(C)=O)c(C)n(C)c1C	-1.1%	nt	-4.0%	-5.6%	-3.6%	12.3%	-0.7%	18.9	724	nt
Cc1ccc2c(c1)N(CC(=O)Nc1ccc3c(c1)OCCO3)C(=O)CO2	0.3%	-2.1%	6.2%	4.0%	10.4%	0.6%	1.1%	1.5	727	-2.8%
Cn1c(O)c(N=NC(=O)Cn2ccc(C(F)(F)F)n2)c2ccccc21	28.1%	26.9%	9.1%	-2.0%	5.8%	4.3%	30.9%	9.0	605	-10.9%
COc1ccc(CCNC(=O)Cc2cccc(C(F)(F)F)c2)cc1OC	4.9%	nt	5.3%	-12.3%	nt	-1.8%	nt	63.5*	742*	nt
Cc1csc(N(C(=O)c2ccc(S(=O)(=O)N(C)C)cc2)c2ccccc2)n1	12.2%	2.7%	-16.4%	4.6%	0.6%	0.9%	-2.2%	8.7	791	-2.8%
O=C(NC(=O)c1ccccc1O)c1ccc(C(F)(F)F)cc1	7.2%	nt	-68.7%	-2.5%	6.4%	1.0%	9.2%	-10.4	726	nt
COc1ccc2cc(/C=C3\SC(=S)NC3=O)c(N3CCOCC3)nc2c1	7.6%	-1.5%	42.8%	5.6%	10.4%	23.1%	1.76µM*	24.9	617	1.4%
Cn1c2ccccc2c2nnc(SCC(=O)NC3CC3)nc21	-2.2%	nt	-47.2%	-5.9%	nt	1.1%	nt	0.3	818	nt
CCOc1ccc(C(=O)COC(=O)c2ccc(-n3cnnn3)cc2)cc1	21.6%	nt	-8.2%	0.3%	nt	10.4%	nt	14.4	698	nt
COC(=O)COc1cccc2c(=O)n(CC(=O)NCc3ccccc3)ccc12	5.1%	nt	-17.3%	-2.9%	3.1%	1.2%	13.6%	-0.2	727	nt
COC(=O)CSC1=C(C#N)C(=O)NC(c2ccccc2)S1 (stereo unspecified)	-17.9%	-0.7%	8.2%	-3.9%	11.2%	2.0%	25.7%	7.1	786	-20.1%
CCOc1ccc(CNC(=O)Nc2ccccc2)cc1	1.6%	nt	-33.8%	-7.2%	nt	-2.7%	nt	-15.6	407	nt
CCOC(=O)c1cc2c(=O)n3ccccc3nc2n(CCCOC)c1=NC(=O)c1cccnc1	?	-1.1%	7.5%	-30.4%	?	-1.2%	51.6%	2.5	743	-6.5%
COCC1CCCCC1OS(N)(=O)=O (stereo unspecified)	1.7%	nt	5.4%	-13.7%	nt	2.4%	nt	-8.0	795	nt
Cc1ccc(C(=O)Cn2nnc(-c3ccccc3)n2)cc1	13.5%	nt	1.3%	-7.1%	-7.2%	0.3%	15.3%	14.7	664	nt
COc1ccccc1Nc1nc(-c2sc(N)nc2C)cs1	24.1%	nt	-23.0%	-3.0%	nt	-5.4%	nt	nt	nt	nt
CC(C)CCNC(=O)c1ccc(C2SCC(=O)N2Cc2ccco2)cc1 (stereo unspecified)	30.6%	-1.7%	-2.9%	0.8%	5.0%	14.4%	6.9%	6.3	755	-2.2%
COc1ccc(Cl)cc1NC(=O)c1[nH]nc(OC)c1[N+](=O)[O-]	7.1%	0.8%	-7.1%	-7.5%	1.4%	5.8%	0.1%	-19.9	671	-2.8%
Cc1cccc(CC(=O)Nc2ccc(C(=O)N3CCCCC3)cc2)c1	-2.9%	nt	-28.3%	0.8%	nt	-1.9%	nt	-9.6	797	nt
O=C(CCCn1nnnc1CN1CCOCC1)N1CCC(c2ccccc2Cl)C1 (stereo unspecified)	11.7%	nt	15.1%	-14.7%	nt	-5.5%	nt	-22.5	628	nt
CCOc1ccc(/C=C2\SC(=S)N(CC(=O)Nc3ccccn3)C2=O)cc1	7.2%	nt	-13.2%	-0.5%	nt	8.0%	nt	-19.4	690	nt
CC1(C)Cc2c(sc(NC(=O)c3ccccc3)c2C(=O)O)CO1	23.2%	-0.5%	-27.1%	-2.8%	-2.9%	-1.1%	8.1%	-29.3	685	-9.6%
